KCNH2 3.1 block = KCNH2 3.1 (human) potassium channel inhibition. 0.95% of 340,000 active. U2OS KCNH2 3.1, thallium flux FluxOr; active compounds read low. activity change, % (tested at about 1.8 µM). AID 720553;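 active means maximum activity change below -70%; inconclusive means maximum activity change from -70% to -50%; inactive means maximum activity change above -50%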;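 further: thallium influx rate constant from kinetic fluorescence after stimulation buffer; on the % scale 0 is the no-effect control and ±100 the full control effect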
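FluxOr-based Tl+ influx in U2OS cells transduced with KCNH2 3.1 virus; rate constants normalized to DMSO controls.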
GALK inhibitor = galactokinase (human) inhibition; Purified GALK, Kinase-Glo residual ATP luminescence; Potency, µM (titrated, usually from 57.5 µM), without a hit: at the top dose activity change, negative = inhibition, hits mostly inhibitors; AID 1868; 0.007% of 270,000 active; further: potency means the concentration at half of the fitted maximal effect; on the % scale 0 is the no-effect control and ±100 the full control effect
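Galactose (100 uM) and ATP (35 uM) were turned over by 5 nM GALK for 1 h at RT. Kinase-Glo Plus then converted the remaining ATP into a luminescent signal.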
B2AR arrestin = agonists driving beta-arrestin recruitment to human beta2-adrenergic receptor; P07550; beta-arrestin recruitment to beta2AR, cell-based reporter; Potency, µM (highest dose often 46.1 µM), for the others: at the top dose activation, actives largely listed as activators; 0.02% of 330,000 active; AID 492947;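 further: potency means the concentration at half of the fitted maximal effect; 0% = DMSO controls and full agonism = EC100 isoproterenol or metaproterenol; nearly all actives have a fitted effect of over 65% in size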
Target sequence (P07550 whole entry, looked up): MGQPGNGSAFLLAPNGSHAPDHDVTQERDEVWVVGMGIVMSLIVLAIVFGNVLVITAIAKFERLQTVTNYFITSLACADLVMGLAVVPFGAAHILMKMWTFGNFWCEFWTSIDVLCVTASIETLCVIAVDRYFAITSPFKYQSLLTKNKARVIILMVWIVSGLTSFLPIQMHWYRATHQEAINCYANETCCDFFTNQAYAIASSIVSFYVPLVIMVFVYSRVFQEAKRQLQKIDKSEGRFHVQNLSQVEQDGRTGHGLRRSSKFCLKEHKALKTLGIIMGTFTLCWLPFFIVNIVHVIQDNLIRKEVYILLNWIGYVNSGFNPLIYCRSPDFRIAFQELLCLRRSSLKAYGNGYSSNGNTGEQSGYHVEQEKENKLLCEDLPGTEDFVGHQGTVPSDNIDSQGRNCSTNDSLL
PKM2 act = increases activity of human pyruvate kinase M2; Potency, µM (top dose mostly 57.5 µM), inactives show at the highest dose activation, hits mostly activators; purified PKM2, Kinase-Glo ATP luminescence, activation; response scale: 0% is enzyme alone, no compound; 0.34% of 260,000 active; further: potency means the concentration at half of the fitted maximal effect; on the % scale 0 is the no-effect control and ±100 the full control effect; nearly all actives have a fitted effect of over 55% in size
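hPK-M2, >95% pure; 0.1 mM ADP / 0.5 mM PEP final; imidazole pH7.2 buffer w/ 7 mM MgCl2, 50 mM KCl; 1 h RT; Kinase-Glo lum. Intermediate enzyme activity for dual inhibitor/activator qHTS.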
Giardia killer = kills Giardia lamblia | activity change, % at 7.66 µM, hits read low | Giardia lamblia trophozoite viability | AID 540267 | 0.15% of 340,000 active; in the data active means activity change below about -80%; inconclusive means between about -30% and that limit;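 further: parasites exposed to compound for two days anaerobically before the ATP read; on the % scale 0 is the no-effect control and ±100 the full control effect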
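Media and compound were dispensed first, then trophozoites at 100 cells/well; plates sat 48 hrs at 37 deg C without oxygen before ATP luminescence reagent was added and read after 15-30 min at room temperature.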
CXXC DNA block = MLL CXXC-DNA interaction inhibition | Q03164 | MLL-CXXC / FITC-HOXA9 DNA fluorescence polarization | Potency, µM (series often up to 115 µM), without a hit: at the highest dose activity change, negative = inhibition, most hits filed as inhibitors | 0.037% of 290,000 active; active means well fitted inhibition curve with a large enough effect in the polarisation, with a control signal flat, not every such curve was filed as active; inconclusive means small, poorly fitted or top-dose-only effect, or effect the other way, or a change in a side signal; inactive means no such curve, though single readings can be large or run the other way; the % refers to the polarisation; further: potency means the concentration at half of the fitted maximal effect
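Fluorescence polarization: 7 uM MLL-CXXC (stock) preincubated 5 min with compounds, then 50 nM fluorescein-HOX-A9 DNA (stock) added; 30 min ambient. Buffer 50 mM Tris-HCl pH 7.5, 50 mM NaCl, 1 mM DTT, 0.05% BSA.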
Menin-MLL TR inh = menin-MLL binding inhibition, Texas Red mutant peptide; Menin + Texas Red MLL mutant peptide, fluorescence polarization; Potency, µM (top dose mostly 61.6 µM), for inactives: at the highest dose FP activity change, negative = inhibition, most hits filed as inhibitors; AID 1768; 0.23% of 270,000 active; active means well fitted inhibition curve with a large enough effect in the polarisation, with a control signal flat, not every such curve was filed as active; inconclusive means small, poorly fitted or top-dose-only effect, or effect the other way, or a change in a side signal; inactive means no such curve, though single readings can be large or run the other way; the % refers to the polarisation; further: potency means the concentration at half of the fitted maximal effect; % of control where 0% means no effect; many of its hits are not listed in these tables
Target sequence (O00255 whole entry, looked up): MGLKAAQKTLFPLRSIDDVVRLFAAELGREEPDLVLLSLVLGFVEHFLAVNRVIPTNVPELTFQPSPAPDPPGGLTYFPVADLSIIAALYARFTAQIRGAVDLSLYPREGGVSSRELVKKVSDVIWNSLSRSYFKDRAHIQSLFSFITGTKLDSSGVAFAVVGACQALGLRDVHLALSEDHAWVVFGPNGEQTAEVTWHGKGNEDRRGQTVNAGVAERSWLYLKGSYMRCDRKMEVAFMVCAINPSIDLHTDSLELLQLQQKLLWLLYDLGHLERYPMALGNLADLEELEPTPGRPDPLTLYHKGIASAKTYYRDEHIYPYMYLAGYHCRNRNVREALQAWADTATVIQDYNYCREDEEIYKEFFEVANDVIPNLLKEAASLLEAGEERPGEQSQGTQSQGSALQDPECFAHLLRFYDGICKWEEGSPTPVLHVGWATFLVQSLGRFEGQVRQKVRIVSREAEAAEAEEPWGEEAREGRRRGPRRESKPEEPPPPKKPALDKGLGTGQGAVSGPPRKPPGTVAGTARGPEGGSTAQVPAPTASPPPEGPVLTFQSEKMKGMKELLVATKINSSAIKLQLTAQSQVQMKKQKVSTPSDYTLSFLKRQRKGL
Coupling enz = inhibits coupling enzyme system, counter-screen for aldolase hits; coupling enzyme system counterscreen, AmpLite Red fluorescence; activity change, negative = inhibition, % at 58.2 µM, hits read low; 0.67% of 290,000 active; in the data active means activity change below about -30%; further: on the % scale 0 is the no-effect control and ±100 the full control effect
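Coupling enzymes only (glyceraldehyde-3-phosphate) + compound, at 57.5 uM final, 10 min RT; add substrate/coupling/AmpLite Red mix, 20 min RT; fluorescence ex 525/em 598 nm. Actives flag coupling-system interference.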
USP2a block = inhibitors of human ubiquitin-specific protease USP2a | O75604 | USP2 core, Ub-CHOP2 coupled fluorogenic reporter, 485/531 | Potency, µM (top dose mostly 38.3 µM), for inactives: at the top dose activity change, negative = inhibition, hits mostly inhibitors | 0.01% of 330,000 active;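 further: potency means the concentration at half of the fitted maximal effect; plate controls were DMSO wells for no effect and full inhibition by NEM control for full effect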
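Deubiquitinase activity read as fluorescence (485/531 nm) after Ub-CHOP2 cleavage activates the enterokinase reporter on its substrate; USP2 core 10nM, Ub-CHOP2 and substrate 25nM each, 30min compound preincubation then 60min RT; data normalized to NEM, curves fitted.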
hERG WT inh = inhibitors of human wildtype KCNH2 potassium channel; U2OS, BacMam KCNH2, thallium flux FluxOr; active compounds read low; 0.37% of 340,000 active; activity change, % at 1.84 µM; AID 720551; Q12809;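 active means maximum activity change below -70%; inconclusive means maximum activity change between -70% and -50%; inactive means maximum activity change above -50%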; further: on the % scale 0 is the no-effect control and ±100 the full control effect
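U2OS cells transduced with wild-type KCNH2 virus are loaded with FluxOr dye for 45 min, and thallium flux is measured in kinetic reads before and after stimulation buffer. Rate constants are normalized to DMSO controls.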
TRPV1 agonist = activates the human vanilloid receptor TRPV1; Q8NER1; TRPV1-expressing cells, Fluo-8 calcium influx, agonist mode; activation, % at 8.33 µM; 0.19% of 320,000 active; in the data active means activation above about 80%; inconclusive means between about 30% and that limit; further: 0% is about no effect
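TRPV1-expressing cells were cultured overnight at 35.5C and loaded with Fluo-8 calcium dye for 40 to 90 min at room temperature. After a 10 s baseline, compound was added and calcium influx was read kinetically for 3 min (ex 480/em 520 nm).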
* = called active by the depositor; ? = inconclusive; / = no result given; [ ] = dose if it differs, or a comment. Unless noted, the call rests on the fitted dose curve; in most records, active means well fitted curve in the direction sought with a large enough effect; inconclusive means small, poorly fitted or top-dose-only effect, or another doubt; inactive means no such curve, though single readings can be large; an effect the other way counts as inactive or inconclusive. An excerpt (hit frequency here may not be typical).

SMILES	KCNH2 3.1 block	GALK inhibitor	B2AR arrestin	PKM2 act	Giardia killer	CXXC DNA block	Menin-MLL TR inh	Coupling enz	USP2a block	hERG WT inh	TRPV1 agonist
COCCCNC(=O)/C=C/c1c(Cl)cccc1Cl	-4	0%	-1.7%	2%	-4	3%	-3%	-3	1%	-7	16
Cc1nn(-c2ccccc2)c(N)c1-c1ccccc1	26	-1%	0.3%	-12%	-18	13%	0%	0	0%	-5	5
O=CNCc1nc2ccccc2n1CCc1ccccc1	-18	7%	0.1%	0%	-11	-6%	16%	0	0%	-3	-5
Cc1ccc(-c2cc(C(F)F)n3ncc(C(=O)N4CCc5ccccc54)c3n2)cc1	26	8%	0.0%	-3%	-12	-1%	?	4	-2%	/	?
CC(C)(COC(=O)Nc1ccccc1)COC(=O)Nc1ccccc1	-31	-1%	-0.9%	/	-17	-4%	23%	-4	-2%	2	-3
O=C(OCC(=O)N1CCCc2ccccc21)c1cccnc1Cl	-3	1%	-1.0%	1%	9	1%	35%[activator]	0	4%	6	-5
NC(=O)CC(NC(=O)Cc1cccc2ccccc12)c1ccc(NC2CC3CCC2C3)c([N+](=O)[O-])c1 (stereo not given)	2	/	-0.7%	-1%	12	-3%	22%	-1	0%	-17	-3
Cc1cc(C(=O)NNC(=O)CCCCC(=O)NNC(=O)c2cc(C)[nH]n2)n[nH]1	-8	0%	-0.3%	8%	-23	12%	5%	0	0%	-13	-2
Cc1nn(-c2ccccc2)c2nc(N)c(C#N)c(-c3ccc(F)cc3)c12	-8	1%	-0.3%	1%	-4	4%	-8%	2	2%	-6	-16
Cc1cc(OCC(=O)N2CCCCCC2)ccc1[N+](=O)[O-]	8	1%	0.2%	2%	5	8%	-2%	1	-1%	-3	1
Cc1ccc(NC(=O)c2cc(-c3ccccc3O)n[nH]2)cc1C	-2	0%	1.9%	/	-5	14%	?	1	1%	-8	1
CCOc1cc(CNCCO)cc(Br)c1OCc1ccccc1	-6	-2%	-1.1%	2%	15	3%	-1%	3	0%	-12	8
CCOC(=O)C1CCN(CCC(=O)Nc2cccc(Cl)c2C)CC1	4	-4%	-0.4%	1%	9	18%	-3%	5	0%	-2	-1
O=C(NCc1cccs1)C(Cc1ccccc1)n1cccc1 (stereo not given)	24	1%	-0.2%	8%	22	3%	14%	2	1%	-3	29
Clc1ccc2nc(CSc3nc4ccccc4o3)cn2c1	-1	-3%	0.1%	-1%	8	2%	-10%	-2	2%	2	11
COc1ccc(N2CCN(C(=O)COC(=O)CNC(=O)c3cccc(OC(F)F)c3)CC2)cc1	3	/	0.3%	/	-25	/	/	/	0%	6	-1
COC(=O)Nc1ccc(SCC(=O)c2ccccc2)cc1	18	4%	0.0%	2%	-5	3%	0%	5	-1%	3	13
CC1=CS(=O)(=O)CC1Sc1nc2ccccc2[nH]1 (stereo not given)	-5	2%	-0.6%	-1%	-12	-1%	8%	1	3%	0	-3
COc1ccc(CCNC(=O)CCCn2c(=O)c3cccn3c3cccnc32)c(OC)c1	6	10%	-0.6%	/	-11	3%	?	3	1%	0	0
O=C(N/N=C/c1cccc(O)c1)c1csc2ccccc12	1	-5%	0.1%	-8%	6	-1%	27%	-3	0%	-2	25
CC(O)CSc1nc2c(c(=O)n(C)c(=O)n2C)n1CCCc1ccccc1 (stereo not given)	9	-1%	0.4%	1%	?	-10%	/	2	1%	3	6
CCOC(=O)c1ccc(N2C(=O)CC(N3CCN(Cc4ccccc4)CC3)C2=O)cc1 (stereo not given)	-10	5%	0.2%	4%	-6	0%	-2%	1	3%	1	-2
O=C(NCCCN1CCC(Cc2ccccc2)CC1)C1CCC(=O)N1C1CCCC1 (stereo not given)	-4	2%	0.5%	?	-8	4%	-4%[11.7 µM]	3	2%	30	/
CC(=O)OC1COC(N2CCc3cc(Br)c([N+](=O)[O-])cc32)C(OC(C)=O)C1OC(C)=O (stereo not given)	-6	-2%	-0.1%	3%	0	5%	/	1	3%	3	-1
COc1cccc(N/C(SCc2ccccc2Cl)=C(/C#N)C(=O)NCc2cccs2)c1	-17	1%	-0.3%	8%	5	?	-12%	-10	-1%	-3	27

Other structures follow.
SMILES	KCNH2 3.1 block	GALK inhibitor	B2AR arrestin	PKM2 act	Giardia killer	CXXC DNA block	Menin-MLL TR inh	Coupling enz	USP2a block	hERG WT inh	TRPV1 agonist
COc1ccc(C(CNC(=O)c2cccc(S(=O)(=O)Nc3ccc(C)cc3)c2)N2CCCCC2)cc1 (stereo not given)	-21	/	0.0%	/	-6	/	/	/	1%	12	3
CC[C@@H]1CC=C[C@H]2[C@H]1C(=O)N(Cc1ccccc1)[C@H]2c1cc(C)ccc1F	/	-2%	-0.5%	-5%	/	7%	/	-3	9%	/	?
CCOc1ccccc1NC(=O)Cc1c(F)cccc1Cl	11	-4%	-0.3%	-7%	12	3%	3%	0	12%	-13	2
COc1ccc(C(=O)Nc2cccc(NC(C)=O)c2)cc1OC	-8	/	-1.4%	-7%	-4	9%	-6%	0	0%	-2	1
Cn1c(C(=O)O)cc2cc(F)ccc21	-20	-3%	-0.1%	-3%	-16	-6%	-18%	7	-8%	-3	1
COCC(=O)N1CCCC(C(=O)c2ccc(C(F)(F)F)cc2)C1 (stereo not given)	1	3%	-0.6%	0%	-1	1%	-18%	1	-2%	-19	1
O=C(COc1ccc(-c2ccccc2)cc1)NNC(=O)Nc1ccccc1	-12	/	-0.3%	/	?	/	/	/	0%	-24	9
Cn1c(Cn2c(=O)sc3ccccc32)nnc1SCC(=O)NCc1ccco1	7	-1%	-0.5%	1%	-5	0%	-1%	0	5%	2	-1
O=[N+]([O-])c1ccc(Sc2ccccn2)nc1	14	-1%	-0.6%	1%	8	0%	/	1	-2%	1	-8
CC(C)(C)c1ccc(S(=O)(=O)N2CCN(c3ncccn3)CC2)cc1	20	1%	-0.5%	2%	0	?	?	-2	1%	-1	5
COc1cccc(CNc2ccc(N3CCCCC3)cc2)c1OC	36	0%	0.3%	9%	11	-6%	-8%	-34*	0%	1	-1
COC(=O)N/N=C/c1cc(C)n(-c2cccc3ccccc23)c1C	-13	1%	0.1%	-6%	0	1%	1%	-1	4%	1	16
COc1ccc2nc(C)cc(Nc3cccc(C(=O)O)c3)c2c1	6	1%	0.4%	-27%	7	-14%	3%	0	1%	9	-2
COc1cc(CCC(=O)OCC(=O)Nc2ccc(C)cc2Cl)cc(OC)c1OC	2	-1%	0.0%	-1%	-12	26%	-4%	1	-2%	0	-3
CCCc1cc(N2CCOCC2)n2ncc(-c3ccccc3)c2n1	6	/	-0.1%	/	-23	-16%	19%	0	3%	2	?
Cc1sc(NC(=O)Nc2ccccc2)c(C(N)=O)c1C	7	-1%	-0.3%	0%	-2	-2%	?	-2	-2%	0	5
CCOC(=O)C1CCN(C(=O)COC(=O)Cc2ccc(Cl)cc2)CC1	-12	-1%	-0.3%	/	-3	-4%	-7%	-1	4%	2	5
CCS(=O)(=O)Nc1cccc(C2=NN(S(C)(=O)=O)C(c3ccccc3)C2)c1 (stereo not given)	1	4%	0.0%	?	-4	39%[activator]	?	3	3%	2	1
CCN(CC)S(=O)(=O)c1ccc(Br)c(OC)c1	-5	3%	-0.4%	0%	1	-3%	-7%	1	5%	13	6
COc1cc(C(=O)N2CCN(c3cc(Cl)ccc3Cl)CC2)cc(OC)c1OC	2	-4%	-1.5%	1%	-12	-8%	-14%	0	4%	11	12
O=C(CSc1nnc(-c2ccncc2)n1-c1ccccc1)NC1CC1	13	8%	-0.6%	-4%	2	6%	/	/	-1%	1	-4
CC(C)/C=C1\CC/C(=C\c2ccc(N(C)C)cc2)C1=O	-79*	0%	-0.2%	6%	-4	?	7%	-1	8%	-34	?
O=C(CSc1nnc(-c2cccc(S(=O)(=O)N3CCCC3)c2)n1-c1ccccc1)Nc1cccc(C(=O)O)c1	14	-2%	-0.8%	-1%	2	-20%	/	6	4%	0	1
O=C(NC1CCCCC1)C(c1ccncc1)N(C(=O)c1csnn1)c1ccc(F)cc1 (stereo not given)	-6	15%	-0.6%	4%	-7	-1%	0%	1	-2%	-4	4
O=C(Oc1c(CN2CCOCC2)cc(Cl)c2cccnc12)c1ccc(F)cc1	12	-2%	8.3%	0%	1	0%	-3%	-27	0%	-2	-1

Copied from the results shown for reference:
SMILES	KCNH2 3.1 block	GALK inhibitor	B2AR arrestin	PKM2 act	Giardia killer	CXXC DNA block	Menin-MLL TR inh	Coupling enz	USP2a block	hERG WT inh	TRPV1 agonist
COCCCNC(=O)/C=C/c1c(Cl)cccc1Cl	-4	0%	-1.7%	2%	-4	3%	-3%	-3	1%	-7	16
Cc1nn(-c2ccccc2)c(N)c1-c1ccccc1	26	-1%	0.3%	-12%	-18	13%	0%	0	0%	-5	5
